Scp-1 inhibitor – Scp-1 phosphatase inhibitors, primary screen, biochemical, colorimetric, uHTS. Carboxy-terminal domain RNA polymerase II polypeptide A small phosphatase 1 (Homo …. Recombinant Scp1, phosphopeptide, malachite green phosphate absorbance. inhibition, % at 20 µM. hit rate 0.88% among 340,000. AID 493091, 2011;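 active = inhibition above about 50% at 20 µM, limit read from the data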;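 also: plate controls were DMSO wells with enzyme for no effect and wells lacking enzyme for full effect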
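Test system: SCP-1 phosphatase catalytic domain, residues 76-261; measured by: colorimetric phosphate reagent with accelerator and stabiliser, absorbance at 630 nm; timing: enzyme reaction 45 min at room temperature, colour 5 min, stabilisation 30 min; also added: Phosphorylated 17-residue peptide substrate; compound dosing: one concentration, 20 µM, with 1.0% DMSO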
STEP block – STEP phosphatase inhibitors, primary screen, biochemical, fluorescence intensity, uHTS. Tyrosine-protein phosphatase non-receptor type 5 (Homo sapiens), P54829. recombinant STEP, OMFP fluorogenic substrate. inhibition, % at 20 µM. hit rate 0.25% among 360,000;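 active = inhibition at 20 µM, scaled per plate between control wells, above about 37%, limit read from the data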;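 also: 0% = DMSO with enzyme and substrate and 100% = substrate only without enzyme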
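System: isolated STEP enzyme; schedule: 20 min enzyme reaction at room temperature, protected from light; medium: Bis-Tris buffer pH 6.0, 2.5 mM DTT, 0.005% Tween 20; signal: fluorescence, 480/540 nm; dosing: single compound dose of 20 µM, 1% DMSO final; also added: OMFP substrate, 25 µM final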
MsrA inhibitor – bovine MsrA enzyme inhibitors, primary screen, biochemical, absorbance, HTS. Methionine sulfoxide reductase A (Bos taurus). purified bovine MsrA, absorbance read-out. inhibition, % at 15.5 µM. hit rate 0.75% among 360,000; in the data active = inhibition above about 4.5%;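 also: 0% = vehicle wells with enzyme and 100% = reference inhibitor wells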
TbMetRS inhib – T. brucei MetRS inhibitors, primary screen, biochemical, luminescence; methionyl-tRNA synthetase (Trypanosoma brucei brucei); purified T. brucei MetRS, ATP depletion, Kinase-Glo luminescence; inhibition, % at 11.9 µM; hit rate 0.4% among 360,000; AID 624268, 2012;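 active = inhibition above a per-plate cutoff of the control wells' mean inhibition plus 3 SD, cut at about 5.5% in these data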;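 also: 0% = DMSO wells median and 100% = median of wells with control inhibitor compound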
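Assay system: T. brucei methionyl-tRNA synthetase, purified | Medium: HEPES buffer with MgCl2, KCl, DTT, spermine, BSA, pyrophosphatase | Compound: 11.9 µM single point | Incubation: 15 min enzyme-compound preincubation, 2 h reaction, 10 min detection, 25 °C | Measured by: Kinase-Glo luciferase luminescence reporting remaining unconsumed ATP | Measure: % inhibition normalized to control-well medians | Replication: Singlicate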
CendR NRP1 mod – modulators of CendR peptide binding to NRP-1, primary screen, biochemical, fluorescence polarization, uHTS. Neuropilin-1 (Homo sapiens), O14786. FAM-RPARPAR peptide binding to NRP-1. inhibition, % at 25 µM. hit rate 0.85% among 360,000. AID 602438, 2012;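 active = inhibition or corrected inhibition above about 18%, plus a signal ratio from 0.5 to 1.5, limit read from the data, passing the limit was not always enough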; also: strong numbers were not always called active
E coli Lon inh – inhibitors of E. coli Lon protease, primary screen, biochemical, fluorescence polarization | P0A9M0 | purified E. coli Lon protease | inhibition, % at 7.94 µM | hit rate 0.42% among 360,000 | AID 602123, 2011; in the data active = inhibition above about 13%, passing the limit was not always enough;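 also: 0% = enzyme with probe and DMSO and 100% = no enzyme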
LMPTP block – LMPTP phosphatase inhibitors, primary screen, biochemical, fluorescence intensity, uHTS; hit rate 0.22% among 360,000; inhibition, % at 20 µM; recombinant LMPTP-A, OMFP fluorogenic substrate; AID 651560, 2012; Low molecular weight phosphotyrosine protein phosphatase (Homo sapiens), P24666;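 active = compounds that cut the enzyme signal by at least half of the control window in the single-dose screen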;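 also: plate controls were DMSO wells with enzyme plus substrate for no effect and substrate without enzyme for full effect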
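Assay system: LMPTP-A enzyme. Input: 0.625 nM LMPTP-A final. Probe or stimulus: 400 µM OMFP. Compound dosing: single 20 µM dose. Schedule: 50 min dark incubation at room temperature. Detection: fluorescence intensity of OMFP turnover product. Read-out: percent inhibition versus substrate-only and uninhibited controls. Benchmarks: no-enzyme low control, uninhibited high control.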
DNMT1 block – human DNMT1 methyltransferase inhibitors, primary screen, biochemical, molecular beacon, fluorescence, HinP1I cleavage, uHTS | AID 588458, 2011 | hit rate 0.83% among 360,000 | inhibition (reported as % activation of signal), % at 10 µM; in the data active = inhibition above about 50%
Target sequence (P26358 504-1616 limits assumed): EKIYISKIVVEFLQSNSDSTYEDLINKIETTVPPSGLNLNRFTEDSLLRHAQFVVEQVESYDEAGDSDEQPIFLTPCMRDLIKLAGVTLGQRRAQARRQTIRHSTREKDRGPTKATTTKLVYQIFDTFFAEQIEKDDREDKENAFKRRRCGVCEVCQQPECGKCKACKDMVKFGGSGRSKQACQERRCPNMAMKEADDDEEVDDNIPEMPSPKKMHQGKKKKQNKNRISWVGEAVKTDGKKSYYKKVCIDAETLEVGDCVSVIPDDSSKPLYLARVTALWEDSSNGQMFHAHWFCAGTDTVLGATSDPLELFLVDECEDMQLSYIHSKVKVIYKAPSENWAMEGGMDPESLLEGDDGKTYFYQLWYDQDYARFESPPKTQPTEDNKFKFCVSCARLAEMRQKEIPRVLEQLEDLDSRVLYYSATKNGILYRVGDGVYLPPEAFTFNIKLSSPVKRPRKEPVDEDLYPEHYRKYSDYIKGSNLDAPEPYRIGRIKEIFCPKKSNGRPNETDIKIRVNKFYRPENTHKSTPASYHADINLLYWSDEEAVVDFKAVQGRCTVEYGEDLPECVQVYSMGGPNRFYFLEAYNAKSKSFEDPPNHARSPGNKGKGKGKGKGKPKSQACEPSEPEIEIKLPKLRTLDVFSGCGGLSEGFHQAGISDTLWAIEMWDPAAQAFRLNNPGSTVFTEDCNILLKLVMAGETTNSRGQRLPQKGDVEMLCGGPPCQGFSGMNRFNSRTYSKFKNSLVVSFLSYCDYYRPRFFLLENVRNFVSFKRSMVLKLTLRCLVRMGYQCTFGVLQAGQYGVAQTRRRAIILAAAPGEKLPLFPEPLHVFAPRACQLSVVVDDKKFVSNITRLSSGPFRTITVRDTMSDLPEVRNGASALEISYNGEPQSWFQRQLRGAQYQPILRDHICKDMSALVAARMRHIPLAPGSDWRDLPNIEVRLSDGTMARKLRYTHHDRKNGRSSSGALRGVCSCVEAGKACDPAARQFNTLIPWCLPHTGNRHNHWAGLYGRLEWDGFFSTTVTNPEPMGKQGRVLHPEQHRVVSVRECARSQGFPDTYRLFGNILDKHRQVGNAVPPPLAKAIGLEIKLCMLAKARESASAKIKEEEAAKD
MsrA act – bovine MsrA enzyme activators, primary screen, biochemical, absorbance, HTS; hit rate 0.3% among 360,000; Methionine sulfoxide reductase A (Bos taurus); purified bovine MsrA, absorbance read-out; activation, % at 10.6 µM; in the data active = activation above about 7.5%;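 also: 0% = vehicle and 100% = reference activator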
SUMO1-SIM PPI – modulators of SUMO1 protein-protein interactions, primary screen, biochemical, uHTS. Small ubiquitin-related modifier 1 (Homo sapiens), P63165. SUMO1 binding to a labelled peptide, TR-FRET, 1 h. inhibition, % at 20 µM. hit rate 0.33% among 360,000. AID 602429, 2012; in the data active = inhibition above about 37%
An asterisk follows results filed as active; . = no result given.

SMILES | Scp-1 inhibitor | STEP block | MsrA inhibitor | TbMetRS inhib | CendR NRP1 mod | E coli Lon inh | LMPTP block | DNMT1 block | MsrA act | SUMO1-SIM PPI
COc1cc(/C=C/C(=O)OCC(=O)N2CCCC2)cc(OC)c1OC | -3 | -4 | 0.5 | -0.4 | -7 | -2 | 0.2 | -3 | -2 | -12
O=C(CCn1c(=O)oc2ccccc21)NCCN1CCOCC1 | -7 | 4 | -0.1 | -0.6 | 4 | -9 | -0.3 | 3 | -5 | 0
O=C(c1ccco1)N1CCN(C(=O)c2cc3c(s2)-c2ccccc2OC3)CC1 | -5 | 0 | 1.4 | -0.1 | -7 | -10 | 0.2 | 0 | -2 | -14
CCOC(=O)C1CCCN(c2cc(=O)n(C3CCCCC3)c(=O)[nH]2)C1 (centres undefined) | 3 | -1 | -0.9 | -1.3 | 1 | -1 | -1.3 | -2 | -14 | -1
O=C(Nc1ccnc(-c2ccncc2)n1)c1ccc(F)cc1 | -3 | 0 | -0.8 | 1.3 | 7 | 0 | -0.8 | 3 | -4 | -5
OC(Cc1cccc(Br)c1)c1ncc(-c2cccc(C(F)(F)F)c2)[nH]1 (centres undefined) | . | -4 | 0.1 | 0.4 | 2 | 14 | 0.5 | -17 | -10 | 2
COC(=O)c1sc(SC)c(S(=O)(=O)C(C)C)c1N/N=C(\C#N)C(=O)c1ccccc1 | -18 | -1 | 1.0 | -0.1 | 0 | 2 | -0.8 | -1 | -4 | -6
COc1ccc(Cc2c(C3CCCCC3)nc3c(C)cc(Br)cn23)c(C)c1 | . | -1 | -0.8 | 0.3 | -4 | 8 | 1.0 | -10 | 0 | 0
Cc1cccc(N2CCN(C(=O)Cn3c(=O)[nH]c4ccsc4c3=O)CC2C)c1 (centres undefined) | -2 | 2 | 1.1 | -0.5 | -8 | -14 | 4.8 | 2 | 0 | -3
COc1ccc(S(=O)(=O)Nc2cc(C)ccn2)cc1 | 0 | -1 | 0.0 | 0.3 | 7 | -1 | -0.7 | -1 | 0 | -1
O=C1c2ccc(Oc3ccc([N+](=O)[O-])cc3)cc2C(=O)N1CCO | -12 | -2 | 0.1 | 0.0 | 9 | 10 | -0.7 | -1 | -3 | -19
O=C(c1cccc(-c2ccc(O)cc2)c1)N1CCN(c2ccc(F)cc2)CC1 | -1 | 4 | 1.8 | -0.6 | -4 | 3 | 2.2 | -7 | -1 | -2

Part of the list above, as labelled records:
mol: O=C(c1cccc(-c2ccc(O)cc2)c1)N1CCN(c2ccc(F)cc2)CC1
  Scp-1 inhibitor = -1; STEP block = 4; MsrA inhibitor = 1.8; TbMetRS inhib = -0.6; CendR NRP1 mod = -4; E coli Lon inh = 3; LMPTP block = 2.2; DNMT1 block = -7; MsrA act = -1; SUMO1-SIM PPI = -2
mol: COc1ccc(S(=O)(=O)Nc2cc(C)ccn2)cc1
  Scp-1 inhibitor = 0; STEP block = -1; MsrA inhibitor = 0.0; TbMetRS inhib = 0.3; CendR NRP1 mod = 7; E coli Lon inh = -1; LMPTP block = -0.7; DNMT1 block = -1; MsrA act = 0; SUMO1-SIM PPI = -1

(continued)
SMILES | Scp-1 inhibitor | STEP block | MsrA inhibitor | TbMetRS inhib | CendR NRP1 mod | E coli Lon inh | LMPTP block | DNMT1 block | MsrA act | SUMO1-SIM PPI
Cc1ccc(O)c(C(=O)c2cc(C#N)c(=O)n(CC3CCCO3)c2)c1 (centres undefined) | 0 | 0 | 1.2 | -0.4 | -4 | -4 | -0.7 | -1 | -1 | -6
CC(C)NC(=O)C1CC=CCC1C(=O)O (centres undefined) | -2 | -1 | 0.3 | -0.1 | 2 | 9 | -2.2 | 1 | -3 | -1
S=c1[nH]nc(-c2ccccc2)n1CC1CCCO1 (centres undefined) | 3 | 0 | -0.6 | -2.0 | 0 | -10 | -2.4 | 11 | -7 | 1
COc1ccc(OCCCCN2CCC(C)CC2)cc1 | -10 | 2 | -0.5 | 0.4 | 6 | -2 | -2.6 | 0 | -6 | 0
COC(=O)c1cc(OC)c(OC)cc1NC(=O)C(C)c1ccc([N+](=O)[O-])cc1 (centres undefined) | -6 | 1 | -1.0 | 0.1 | 8 | -6 | 0.8 | -7 | -4 | -10
CCCc1cc2c(=O)n(NC(=O)c3nn(C)cc3[N+](=O)[O-])c(C)nc2s1 | 0 | -4 | -1.2 | 0.3 | 9 | 3 | -1.9 | 4 | 0 | 5
COc1ccc(OCCn2nnc(-c3ccc(Cl)cc3)n2)cc1 | -6 | -3 | -0.3 | -1.5 | -2 | 7 | 2.1 | 10 | -14 | 1
O=C(c1nc2ccccn2c1CNCCCn1cccn1)N1CCCC1 | -13 | 0 | -0.3 | -0.6 | -4 | 3 | -0.5 | 0 | -4 | 2
COc1ccc(CNS(=O)(=O)CCNCc2ccccc2OC)cc1 | -2 | 0 | -0.6 | 0.5 | 4 | -9 | -1.6 | 4 | -3 | 0
CN(C)c1ccc(/C=N/NC(=O)c2cnc3ccccc3c2)cc1 | -14 | -4 | 3.2 | -0.3 | -50 | -6 | 0.4 | 1 | -4 | 0
O=C(COC(=O)c1ccccc1NC(=O)c1ccco1)NC1CCCCC1 | -4 | -4 | -0.1 | -0.9 | -8 | -3 | -0.5 | 6 | -5 | 3
CN(C)c1nc(SCCOC(=O)c2ccccc2)nc(N(C)C)n1 | -7 | 1 | -0.6 | -0.7 | 4 | -7 | 1.2 | -3 | 1 | 0
O=C(c1n[nH]c(=O)c2ccccc12)N1CCN(S(=O)(=O)c2ccccc2Cl)CC1 | -5 | 0 | 0.0 | -0.6 | -12 | 22 | 2.4 | 3 | -13 | -1
CC(C)c1ccc(NC(=O)NCc2cccnc2)cc1 | -4 | 0 | -0.3 | -0.2 | 6 | -2 | 3.2 | -8 | -3 | 1
CC(=O)CCc1oc2ccc(C)cc2c1Cc1ccccc1 | -6 | 2 | 0.2 | -1.0 | -8 | -3 | 0.1 | 3 | -8 | 6
Cc1ccc(S(=O)(=O)c2nc(S(C)(=O)=O)sc2N(C)C)cc1 | -18 | -2 | 0.5 | -0.9 | 16 | -10 | -1.4 | 1 | 1 | 9
Cc1cc(C)c(N(C(=O)c2csnn2)C(C(=O)NC(C)(C)C)c2ccncc2)c(C)c1 (centres undefined) | -6 | -3 | -0.6 | 0.2 | 0 | 0 | -2.2 | 0 | -5 | 0
Cc1ccc(C)c(NC(=O)c2ccc(S(=O)(=O)C(F)F)cc2)c1 | -5 | -5 | -0.8 | 0.3 | 1 | 3 | -1.9 | 4 | -4 | 0
O=C(Nc1nnc(S(=O)(=O)N2CCCCCC2)s1)c1ccccc1Cl | -12 | -3 | 1.4 | -0.2 | -9 | -3 | 0.1 | 6 | -2 | 20
CCCCc1ncc(CN2CCC(n3nccc3NC(=O)c3ccccc3OC)CC2)[nH]1 | -11 | 1 | 0.5 | 0.3 | 1 | 2 | -0.4 | 0 | 0 | -38
O=C(/C=C/c1ccccc1)OCC(=O)N1CCN(c2ccccc2)CC1 | -1 | 1 | -1.1 | -0.6 | -21 | 6 | 0.4 | 4 | 1 | 3
N#CCCN(C(=O)COC(=O)Cc1ccc(Br)cc1)c1ccccc1 | 14 | -2 | 2.0 | -0.6 | 2 | 3 | 0.6 | 5 | -1 | -4
C[C@H](CO)N1C[C@H](C)[C@@H](CN(C)S(=O)(=O)c2ccc(F)cc2)Oc2ccc(NC(=O)CCC(F)(F)F)cc2C1=O | -6 | -1 | -1.0 | -0.2 | -3 | -14 | -1.5 | 4 | -6 | 1
Cc1nnc(SCC(=O)NCc2ccc3c(c2)OCO3)n1C | -1 | 1 | 0.1 | 0.3 | -17 | 0 | -0.5 | 3 | -1 | 1
O=S(=O)(Nc1ccc2c(c1)nc1n2CCOC1)c1ccc(Cl)cc1 | -2 | -3 | -0.8 | -0.6 | 1 | -6 | -0.7 | 3 | -2 | -5
Cc1c(NC(=O)COC(=O)/C=C/c2cccc(F)c2)c(=O)n(-c2ccccc2)n1C | . | -1 | -1.8 | 0.6 | -1 | -5 | -1.7 | 6 | 1 | -6
COc1ccc(NC(=O)C(C)NS(=O)(=O)c2ccccc2)cc1Cl (centres undefined) | -8 | -4 | -1.0 | -0.3 | -16 | -10 | -0.3 | 0 | 2 | 1
CCCCn1c(N)c(N(CC(C)C)C(=O)CC(NC(=O)c2ccccc2Cl)c2ccccc2)c(=O)[nH]c1=O (centres undefined) | . | -1 | -0.2 | -0.4 | 21 | 3 | 2.2 | -3 | -7 | -4
COC(=O)c1ccccc1NC(=O)Cn1nnc(-c2ccc3c(c2)OCO3)n1 | -2 | 1 | -0.7 | -0.7 | 7 | -1 | 2.7 | 0 | -4 | 5
COC(=O)C1=C(C)N(c2cccc3ccccc23)C(=O)C1 | -15 | -2 | 1.0 | -0.2 | 7 | 7 | 0.7 | -9 | 0 | -4
Cc1ccc(-c2nnn(CC(=O)NCCc3ccc4c(c3)OCO4)n2)cc1 | -5 | 3 | -1.1 | 0.8 | 5 | -10 | 0.3 | 5 | -3 | -1
CC(=O)C1C(c2ccc(C)cc2)c2c(noc2C)CC1(C)O (centres undefined) | -1 | -2 | -1.1 | -0.9 | -3 | 2 | 0.4 | -3 | -2 | -22
O=C1c2ccccc2C(=O)N1CCCn1c2ccc(Cl)cc2c2nc3ccccc3nc21 | -6 | -1 | 0.1 | -0.9 | 4 | 3 | -1.2 | 1 | -7 | -4
Brc1ccccc1-c1nnc(CSc2nncn2-c2ccccc2)o1 | -3 | 0 | 1.3 | -0.4 | 1 | 0 | -0.1 | -3 | -1 | 3
C#CCN(C#N)c1nc(NCC)nc(NC(C)C)n1 | -6 | -1 | 1.4 | -0.5 | 4 | 6 | -0.7 | 3 | 1 | 0
CC1CCc2sc3ncnc(N4CCOCC4)c3c2C1 (centres undefined) | 1 | 0 | -0.8 | -0.6 | -2 | -9 | -0.8 | -1 | -2 | 10
O=C(O)CCN1CCc2ccccc21 | -4 | -2 | -0.1 | -0.3 | 2 | -11 | -2.1 | 5 | 7 | 8
